Bioassay records deposited in PubChem BioAssay by National Center for Advancing Translational Sciences (NCATS).
D2 agonist: activates the human D2 dopamine receptor; P14416; HEK293 T-REx D2 cells, calcium flux agonist mode; activation, % at 2 µM; 340,000 tested, 0.53% active; AID 485358;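 active = activation over 3 SD above normal in the single-dose calcium agonist read, cut at about 30% in these data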; also: 0% is about no effect
Target sequence (P14416 whole entry, looked up): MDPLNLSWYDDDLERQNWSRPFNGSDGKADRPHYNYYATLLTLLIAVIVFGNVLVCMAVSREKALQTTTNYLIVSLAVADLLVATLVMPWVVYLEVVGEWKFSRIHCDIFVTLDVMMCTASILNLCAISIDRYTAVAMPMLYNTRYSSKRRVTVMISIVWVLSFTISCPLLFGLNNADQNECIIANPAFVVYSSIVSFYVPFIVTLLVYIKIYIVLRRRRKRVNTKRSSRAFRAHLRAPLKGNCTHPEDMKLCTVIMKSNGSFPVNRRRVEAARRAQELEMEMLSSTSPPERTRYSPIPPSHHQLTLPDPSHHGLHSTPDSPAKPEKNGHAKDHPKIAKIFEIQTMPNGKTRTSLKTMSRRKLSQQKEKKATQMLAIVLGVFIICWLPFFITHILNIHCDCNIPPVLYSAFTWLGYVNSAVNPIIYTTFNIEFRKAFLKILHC
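Agonism scored from kinetic calcium signal (1 read/sec, 180 s) following compound pin transfer, after a 10 s baseline. Cells: HEK293 Trex line expressing inducible D2 receptor coupled to calcium, dye-loaded after overnight culture at 30 C.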
PI4K2A block: PI4K2A (human) kinase inhibition; activity change, negative = inhibition, % at 76.9 µM; AID 1346378; 420,000 tested, 0.13% active; purified PI4K2A, ADP-Glo luminescence, 1 h; hits give low values; in the data active = activity change below about -50%; inconclusive = mostly about -30% to -49%;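 also: -100% = wells without enzyme as full effect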
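Compounds are screened against recombinant PI4K2A using PI as substrate and ATP, the latter dispensed at 300 microM. Reactions run one hour at ambient temperature before ADP-Glo detection; full inhibition defined by wells lacking enzyme.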
rTrxR1 inhibitor: rat TrxR1 inhibition. O89049. recombinant rTrxR1, NADPH fluorescence consumption, selenite substrate. Potency, µM (highest dose often 114 µM), for the others: top-dose activity change, negative = inhibition, hits mostly inhibitors. 390,000 tested, 1% active; also: potency is read from the fitted curve at half-maximal effect; % is scaled to controls: 0 for no effect and ±100 for the full control effect; nearly all actives have a fitted effect of over 65% in size
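Rat TrxR1 (90 nM in the dispensed reagent) was pre-reduced with 400 uM NADPH for 5 min at room temperature, then incubated with compound for 15 min. After 400 uM selenite was added, NADPH fluorescence (Ex 340/Em 450 nm) was followed for 8 min.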
TRHR agonist: TRH receptor (human) agonism; P34981; TRHR cells, calcium flux fluo-8, FDSS agonist mode; activation, % at 2 µM; 360,000 tested, 0.18% active; AID 493084; in the data active = activation above about 30%; also: 0% is about no effect
Target sequence (P34981 whole entry, looked up): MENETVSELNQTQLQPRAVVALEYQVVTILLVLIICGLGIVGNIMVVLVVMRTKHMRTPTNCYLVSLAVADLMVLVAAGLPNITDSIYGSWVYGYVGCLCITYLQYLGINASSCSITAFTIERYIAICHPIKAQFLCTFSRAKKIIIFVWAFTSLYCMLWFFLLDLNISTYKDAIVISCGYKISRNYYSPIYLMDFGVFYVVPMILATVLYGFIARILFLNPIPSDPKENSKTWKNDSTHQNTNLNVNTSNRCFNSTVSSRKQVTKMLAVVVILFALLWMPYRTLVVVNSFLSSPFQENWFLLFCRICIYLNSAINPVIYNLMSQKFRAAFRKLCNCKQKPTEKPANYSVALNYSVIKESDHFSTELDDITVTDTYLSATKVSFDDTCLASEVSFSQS
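In this calcium-flux screen, cells bearing human TRHR are dye-loaded with fluo-8, baselined for 10 cycles, then exposed to library compounds; positive kinetic calcium responses during the agonist phase mark hits, with TRH as control.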
USP1-UAF1 inh: inhibitors of human USP1/UAF1 deubiquitinase. recombinant USP1/UAF1, Ub-Rhodamine cleavage fluorescence. Potency, µM (series often up to 57.1 µM), without a hit: at the highest dose activity change, negative = inhibition, usual class: inhibitors. 390,000 tested, 0.23% active. AID 743255; also: potency is read from the fitted curve at half-maximal effect; % is scaled to controls: 0 for no effect and ±100 for the full control effect; nearly all actives have a fitted effect of over 60% in size; inactives centre near -12
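USP1/UAF1 complex (1 nM) preincubated 15 min at room temperature with compound, then Ub-Rho substrate (150 nM final) added. Kinetic fluorescence at 480/540 nm over 6 reads at 60 s intervals; 50 mM HEPES pH 7.8, 0.5 mM EDTA, 0.1 mg/ml BSA, 1 mM TCEP, 0.01% Tween-20.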
D2 antag: antagonizes the human D2 dopamine receptor; P14416; HEK293 TREx D2 cells, calcium flux, dopamine EC80; inhibition, % at 10 µM; 340,000 tested, 2% active; in the data active = inhibition above about 30%; also: 0% is about no effect
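In this primary screen, negative modulation is detected by tracking calcium flux after an EC80 dopamine challenge in inducible HEK293 T-REx D2 cells preexposed to test compound for 180 s.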
TrxR1 substrate: rat thioredoxin reductase 1 substrate activity; Potency, µM (highest dose often 114 µM), for the others: at the highest dose activity change, negative = substrate turnover; 390,000 tested, 0.01% active; purified TrxR1 substrate turnover, NADPH consumption readout; O89049; also: potency is read from the fitted curve at half-maximal effect; % is scaled to controls: 0 for no effect and ±100 for the full control effect; nearly all actives have a fitted effect of over 50% in size
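Rat TrxR1, dispensed at 90 nM, was prereduced with 400 uM NADPH (final) for 5 min at ~22 deg C, then incubated with compound 15 min before 400 uM selenite. A first-read NADPH fluorescence drop versus no-compound background flagged substrates.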
mIDH1 inhibitor: human IDH1 R132H inhibition; IDH1-R132H enzyme, NADPH consumption, diaphorase/resazurin fluorescence; Potency, µM (series often up to 76.6 µM), for inactives: at the top dose activity change, negative = inhibition, usual class: inhibitors; 390,000 tested, 0.093% active; AID 602179; also: potency is read from the fitted curve at half-maximal effect; % is scaled to controls: 0 for no effect and ±100 for the full control effect; nearly all actives have a fitted effect of over 65% in size
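IDH1-R132H (0.5 ug/mL dispensed) in pH 7.5 Tris buffer was preincubated 30 min with compound, then given a substrate mix of 0.016 mM NADPH and 2 mM alpha-KG for 80 min at room temperature; remaining NADPH was read by diaphorase/resazurin fluorescence.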
TRHR enhancer: TRH receptor (human) allosteric enhancement; enhancement, % at 2 µM; TRHR cells, fluo-8 calcium fluorescence, EC20 TRH enhancement; P34981; 360,000 tested, 0.66% active; in the data active = enhancement above about 30%; also: 0% is about no effect
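TRHR-expressing cells loaded with fluo-8 calcium dye were read kinetically (ex 480/em 530) during compound addition, then stimulated with an EC20 of TRH (10 nM final). Enhancement of the Gq-mediated intracellular calcium response was scored.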
* hit, by the source's call; ? = inconclusive; . = no result given; & = joins results of further samples; [ ] = another dose, or the depositor's remark. Unless noted, calls follow the shape of the dose curve; as a rule, active = well fitted inhibition curve with a large enough effect; inconclusive = small, poorly fitted or top-dose-only effect; inactive = no such curve, though single readings can be large or run the other way.

SMILES | TrxR1 substrate | USP1-UAF1 inh | TRHR agonist | mIDH1 inhibitor | D2 antag | TRHR enhancer | D2 agonist | PI4K2A block | rTrxR1 inhibitor
CC1CN(CCC(=O)Nc2ccc3c(c2)CCC3)CC(C)O1 (configuration not stated) | 10% | 4% | -0.3 | 7% | 28 | 2 | 0.0 | -1 | 7%
CC(=O)c1ccc(S(=O)(=O)N2CCN(c3ccccc3F)CC2)cc1 | -6% | -16% | -0.4 | 7% | -15 | 0 | -1.2 | -3 | -5%
O=C(C1=NN[C@@H]2C(=O)N(c3cccc(C(F)(F)F)c3)C(=O)[C@H]12)c1cnccn1 | -21%[57.1 µM] | -9% | 0.5 | 4% | 16 | -6 | -0.6 | -1 | 6%[57.1 µM]
O=C(Nc1ccc(NC(=O)c2ccco2)nc1)c1cccc(F)c1 | -2% | -8% | 0.6 | -11% | -15 | 25 | 0.7 | -6 | -2%
Cc1cc(C)cc(NC(=O)N2CCCCCCC2)c1 | 8% | -10% | 0.7 | -9% | 12 | -2 | -1.0 | 0 | 40%[activator]
CC(C)c1ccc(S(=O)(=O)N2CCN(C(=O)CN3C(=O)NC4(CCCCC4)C3=O)CC2)cc1 | 2% | -8% | -0.3 | 1% | 21 | -3 | 0.2 | -2 | -5%
O=C(Nc1cccc(NC(=O)c2ccc([N+](=O)[O-])o2)c1)c1ccco1 | -8% | -26% | 0.0 | 8% | 7 | -10 | 0.2 | 4 | ?
Cn1nnnc1NCc1ccccc1F | -4% | -24% | 0.5 | -7% | 1 | -5 | -0.3 | 1 | 31%[2.29 µM]
COC(=O)c1sccc1NC(=O)CSc1ccccc1NS(=O)(=O)c1ccccc1Cl | -8% | -3% | 0.0 | 1% | -31 | -2 | -1.9 | -1 | -3%
CCN1CCCC1CNC(=O)c1cc(OC)c(OC)c(OC)c1 (configuration not stated) | 0% | -4% | 0.4 | -5% | -19 | 6 | 0.5 | 1 | -20%
O=C(Cn1cnc2c(OCc3ccccc3)ncnc21)NCc1ccc2[nH]ccc2c1 | 0% | -10% | . | 3% | . | . | . | 3 | 16%
COc1ccc(C(=O)C[n+]2ccc(N(C)C)cc2)cc1 | 7%[11.4 µM] | 5% | 0.5 | -1% | -2 | 1 | 0.1 | 5 | 11%[11.4 µM]
CCCCCCCCCCS(=O)(=O)N/N=C/c1ccc(O)cc1 | -12% | ? | -0.3 | 2% | -7 | 1 | -0.2 | 1 | 23%
CC(=O)N1c2ccc(S(=O)(=O)N3CCC(C(=O)NC4CCC(C)CC4)CC3)cc2CC1C (configuration not stated) | -1% | -27% | -1.3 | -8% | 1 | -3 | -1.4 | 0 | 22%
COc1ccc(OC/C(O)=C(\C#N)c2nc3ccccc3[nH]2)cc1 | 1% | -6% | 0.1 | -7% | 12 | 0 | 0.3 | 3 | 10%
Cc1cn(C(=O)c2cccc(Br)c2)c(C)n1 | 10% | 0% | -0.9 | 1% | 7 | 3 | -1.2 | 8 | 27%
COc1ccc(-n2nnc3c(SCC(=O)c4ccccc4)ncnc32)cc1 | 5% | -14% | 0.9 | 6% | 1 | -4 | 0.1 | -1 | 8%
O=C(CSc1nc2ccsc2c(=O)n1-c1ccccc1)N1CCCC1 | 10% | -10% | 0.2 | 0% | 0 | -5 | -0.5 | 4 | 20%
COc1cc(/C=C2\C(=N)N3N=C(C)SC3=NC2=O)cc(Cl)c1OCCOc1ccc(NC(C)=O)cc1 | 2% | -12% | -0.7 | 0% | -16 | 9 | -1.1 | -6 | -6%
Cc1ccc(N2C(=O)c3cccc4c(N5CCN(C)CC5)ccc(c34)C2=O)c2cccnc12 | -3% | 28µM* | 25 | 9% | 6 | -7 | 32* | 2 | -6%
COc1ccc(Cl)cc1NS(=O)(=O)c1c(C)[nH]c(C)c1C(=O)N1CCCCC1 | -1% | -16% | 0.0 | 1% | 0 | 0 | 1.4 | -4 | 11%
Cc1cccc(C)c1NC(=O)CN(C)C(=O)CN1C(=O)NC(C)(C)C1=O | 3% | -6% | -0.7 | -3% | 17 | -3 | 0.6 | -3 | -22%
CCOc1cccc(C2c3c(oc4cc(C)c(C)cc4c3=O)C(=O)N2CCCN(C)C)c1 (configuration not stated) | . | . | -0.9 | . | -4 | 18 | 1.4 | . | .
CCN(CC)S(=O)(=O)c1ccc(C(=O)Nc2nnc(CSC)o2)cc1 | 4% | -11% | -0.1 | -9% | 9 | -4 | 0.7 | -3 | 8%
CCN1C(=O)[C@H]2[C@@H](c3ccc(Cl)cc3)N3C(=O)CN(CCOC)C(=O)[C@@]3(Cc3ccccc3)[C@H]2C1=O | 3%[57.1 µM] | 11% | 0.3 | -8% | -3 | 1 | -1.1 | 1 | 30%
CC(=O)Nc1ccc(C(=O)OCC(=O)N2CCC(Cc3ccccc3)CC2)cc1 | -2% | -6% | 0.3 | 5% | -10 | 3 | 0.6 | 3 | 15%
NC(=O)C1CCCN(C(=O)c2ccc(Cl)c(S(=O)(=O)N3CCc4ccccc43)c2)C1 (configuration not stated) | -7% | -1% | -1.6 | 1% | 8 | 0 | -1.3 | 2 | 8%
Cc1ccc(Nc2nc(N)nc(CSc3nc(C)cc(C)n3)n2)cc1 | -4% | -3% | -0.6 | 1% | -3 | 4 | -0.1 | 0 | -9%
CCOc1ccc(NS(=O)(=O)c2ccc3[nH]cc(C(=O)N4CCCC4)c(=O)c3c2)cc1 | 0% | ? | 0.6 | 2% | . | -1 | 0.1 | 1 | 8%
O=c1c2c(nc3nc(Cc4ccccc4)[nH]n13)CCC2 | 5%[57.1 µM] | 4% | 0.1 | 8% | -12 | 1 | 0.5 | -6 | -2%[57.1 µM]
Cc1ccc(NC(=O)CCC(=O)OCC(=O)c2ccc(-c3ccccc3)cc2)cc1 | -6% | -4% | -0.2 | 1% | . | 0 | . | -5 | 5%
COc1cc(OC)c(NC(=O)NCc2ccc3c(c2)CCN3C(C)=O)cc1Cl | 5%[57.1 µM] | 6% | -0.6 | 13% | . | 1 | 1.4 | 2 | 18%[57.1 µM]
COC(=O)CSc1nc2ccccc2nc1SCC(=O)OC | 0% | -10% | -0.1 | 5% | -7 | 4 | 0.7 | -2 | ?
COc1ccc(N2CCN(C(=O)c3cn(C)c4ccc(S(=O)(=O)N5CCOCC5)cc4c3=O)CC2)cc1 | 1%&-2% | -17%&-14% | 0.8&-0.1 | -2%&-5% | 10 | -1&-3 | 1.5&-0.9 | -2&0 | -4%&9%
COC(=O)CSc1nc2ccccc2n1CC(=O)N(C(C)C)C(C)C | 1% | -16% | 0.6 | -4% | -5 | 12 | 1.1 | 4 | 23%
COc1cc(C2C(C#N)=C(C)NC3=C2C(=O)CC(C)(C)C3)ccc1O (configuration not stated) | 9%[57.1 µM] | -2% | -0.7 | 5% | -8 | -4 | -1.0 | 11 | -7%[57.1 µM]
COc1ccc(CNC(=O)C2CC=CCC2C(=O)O)cc1OC (configuration not stated) | 10%[57.1 µM] | -11% | -1.1 | 1% | -29 | 16 | -0.7 | -1 | 13%[57.1 µM]
O=C1CN(C(=O)COC(=O)CCc2ccccc2)c2ccccc2N1 | 6% | -7% | . | 7% | . | . | . | 0 | 6%[57.1 µM]
Cc1ccn2cc(C(=O)N3CCN(c4cnn(-c5ccccc5)c(=O)c4Cl)CC3)nc2c1 | -4% | -10% | 0.3 | 8% | 8 | 6 | -0.8 | -1 | -2%
CCOC(=O)c1ccc(NC(=O)CC(C)n2nc(C)cc2C)cc1 (configuration not stated) | 3%[57.1 µM] | -8% | 0.5 | 10% | . | -4 | -0.2 | -3 | 16%[57.1 µM]

One compound at a time, as listed above. Order of values: TrxR1 substrate | USP1-UAF1 inh | TRHR agonist | mIDH1 inhibitor | D2 antag | TRHR enhancer | D2 agonist | PI4K2A block | rTrxR1 inhibitor
Record of Cc1ccc(NC(=O)CCC(=O)OCC(=O)c2ccc(-c3ccccc3)cc2)cc1 → -6% | -4% | -0.2 | 1% | . | 0 | . | -5 | 5%
Record of COC(=O)CSc1nc2ccccc2nc1SCC(=O)OC → 0% | -10% | -0.1 | 5% | -7 | 4 | 0.7 | -2 | ?

Other results follow:
SMILES | TrxR1 substrate | USP1-UAF1 inh | TRHR agonist | mIDH1 inhibitor | D2 antag | TRHR enhancer | D2 agonist | PI4K2A block | rTrxR1 inhibitor
Cc1ccc(NC(=O)Cc2ccc(F)cc2)cc1 | 2% | -4% | 0.0 | -5% | 28 | 4 | -0.2 | 1 | 21%
COCCCN1C(=O)c2[nH]nc(-c3ccccc3O)c2C1c1cccc(Cl)c1 (configuration not stated) | 0% | -11% | 0.3 | -3% | 7 | -1 | -0.5 | 3 | 11%
CC1CC(C)CN(C(=O)c2ccc(C#N)cc2)C1 (configuration not stated) | -6% | 7% | -0.7 | 3% | -24 | -1 | 1.1 | 4 | 15%[57.1 µM]
Cc1cc(S(=O)(=O)c2ccc([N+](=O)[O-])cn2)ccc1Br | 10%[57.1 µM] | -4% | . | 3% | . | . | . | 0 | 0.11µM*
Cc1ccc(S(=O)(=O)N2CCCC2)cc1C(=O)Nc1ccc(-n2cnnn2)cc1 | 0% | -6% | 0.1 | 1% | 18 | -1 | 0.6 | -2 | 2%
Cc1nc(N2CCN(S(=O)(=O)c3ccccc3)CC2)c2cc(-c3ccccc3)sc2n1 | 73%[activator] | -24% | 0.2 | 11% | . | 0 | . | 0 | 53%[activator]
COc1cc(NC(=O)c2onc(C)c2Cl)cc(OC)c1OC | 3% | -16% | 0.5 | 3% | -1 | -7 | -0.6 | -6 | 17%
CN(C)N=Nc1ccc(-c2cn(Cc3ccccc3)cn2)cc1 | 1% | -12% | -0.1 | 0% | -26 | -1 | -1.1 | -8 | 14%
CCOC(=O)CC(NC(=O)c1ccc(C)cc1)c1ccc(C)cc1 (configuration not stated) | 3%[57.1 µM] | -15% | 0.1 | 3% | 2 | 8 | 0.3 | 1 | 11%[57.1 µM]
O=C(N/N=C\C=C\c1ccc([N+](=O)[O-])o1)c1cccs1 | -3% | -22% | -0.8 | -1% | -6 | -3 | -2.3 | 1 | 7.9µM*
